Screens (PubChem BioAssay)
AmpC no deterg – inhibitors of E. coli AmpC beta-lactamase without detergent; Potency, µM (titrated, usually from 57.1 µM), for inactives: top-dose activity change, negative = inhibition, usual class: inhibitors; 330,000 tested, 0.52% active; AmpC nitrocefin hydrolysis, absorbance 480 nm, 0.0001% Triton;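 further: potency means the concentration at half of the fitted maximal effect; plate controls were no compound for no effect and no enzyme for full effect; nearly all actives have a fitted effect of over 20% in size; some results filed as inactive show a strong effect at the top dose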
Target sequence (P00811 whole entry, looked up): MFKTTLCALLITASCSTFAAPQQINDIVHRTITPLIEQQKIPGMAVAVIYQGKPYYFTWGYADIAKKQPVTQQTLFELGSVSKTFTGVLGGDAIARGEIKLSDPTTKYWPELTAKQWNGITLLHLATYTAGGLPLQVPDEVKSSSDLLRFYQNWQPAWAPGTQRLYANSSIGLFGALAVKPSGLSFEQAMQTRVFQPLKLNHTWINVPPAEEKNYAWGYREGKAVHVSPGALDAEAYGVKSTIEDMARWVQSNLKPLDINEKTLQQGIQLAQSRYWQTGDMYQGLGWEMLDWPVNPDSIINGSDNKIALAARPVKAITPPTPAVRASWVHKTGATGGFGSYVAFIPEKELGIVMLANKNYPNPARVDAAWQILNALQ
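AmpC (5.3 nM in the dispensed reagent) in 20 mM phosphate pH 7.0 with 0.01% (detergent screen) or 0.0001% Triton X-100 was preincubated with compounds for 15 min at room temperature. Nitrocefin was then added from an 800 uM solution, and hydrolysis was followed at 480 nm.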
HCMV antiviral – inhibitors of human cytomegalovirus | activity change, negative = inhibition, % at 57.5 µM | 410,000 tested, 4.5% active | HFF cells, HCMV-luciferase reporter, 72 h; stronger effect = lower value; in the data active means activity change below about -60%; inconclusive means no clear call, values can overlap the other calls; inactive means above about -39%
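After 16 h attachment at 37C, HFF cells received test compound and HCMV-luciferase (1 PFU/cell); reporter luminescence read 72 h later, data normalized against buffer-only and known inhibitor Salinomycin.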
FBPA Giardia inh – Giardia lamblia aldolase inhibition | purified Giardia FBPA | Potency, µM (titrated, usually from 59.6 µM), inactives show at the highest dose activity, negative = inhibition, most hits filed as inhibitors | 290,000 tested, 0.71% active | AID 2451; further: potency means the concentration at half of the fitted maximal effect; nearly all actives have a fitted effect of over 55% in size
Target sequence (A8B2U2 whole entry, looked up): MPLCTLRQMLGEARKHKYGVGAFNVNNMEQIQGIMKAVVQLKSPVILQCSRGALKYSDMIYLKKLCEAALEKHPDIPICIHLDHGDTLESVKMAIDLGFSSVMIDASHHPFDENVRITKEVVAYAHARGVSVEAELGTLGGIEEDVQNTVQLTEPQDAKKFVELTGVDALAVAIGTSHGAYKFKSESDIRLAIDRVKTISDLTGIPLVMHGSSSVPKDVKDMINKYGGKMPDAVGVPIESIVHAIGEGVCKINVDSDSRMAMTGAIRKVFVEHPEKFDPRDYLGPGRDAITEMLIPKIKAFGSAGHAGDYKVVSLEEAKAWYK
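Giardia FBPA (40 nM reagent) was preincubated 10 min at RT with compound (up to 57.5 uM final), then substrate plus GAPDH/TPI/NAD/arsenate coupling system with diaphorase/resazurin was added; resorufin fluorescence (525/598 nm) was read after 20 min.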
AmpC inh detg – blocks E. coli AmpC beta-lactamase in detergent assay | P00811 | 370,000 tested, 0.041% active | Potency, µM (doses to about 114 µM), for inactives: at the highest dose activity change, negative = inhibition, most hits filed as inhibitors | AmpC hydrolysis of nitrocefin, absorbance 480 nm, 0.01% Triton;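 further: potency means the concentration at half of the fitted maximal effect; 0% = no-compound wells and -100% = no-enzyme wells; nearly all actives have a fitted effect of over 25% in size; some results filed as inactive show a strong effect at the top dose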
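AmpC (5.3 nM in the dispensed reagent) in 20 mM phosphate pH 7.0 with 0.01% (detergent screen) or 0.0001% Triton X-100 was preincubated with compounds for 15 min at room temperature. Nitrocefin was then added from an 800 uM solution, and hydrolysis was followed at 480 nm.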
HCV inhibitor – HCV inhibition; Huh7.5.1 HCVcc-Cre infection, luciferase reporter, 44 h; Potency, µM (series often up to 41.8 µM), inactives show at the highest dose activity change, negative = inhibition, hits mostly inhibitors; 340,000 tested, 3.4% active; further: potency means the concentration at half of the fitted maximal effect
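Seed cells (1,000/well) for 4 h; treat with compound and infect with HCVcc-Cre, moi about 0.5. Incubate 44 h, then detect luciferase activity.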
Sm TGR inh – inhibitors of Schistosoma mansoni thioredoxin glutathione reductase | Q962Y6 | purified TGR, DTNB reduction, TNB absorbance 405 nm | Potency, µM (top dose mostly 114 µM), for inactives: at the top dose activity change, negative = inhibition, usual class: inhibitors | 360,000 tested, 3% active; further: potency means the concentration at half of the fitted maximal effect; nearly all actives have a fitted effect of over 60% in size
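TGR 20 nM + NADPH 100 uM (dispensed conc.), cpd preinc 15 min RT; start with NADPH (500 uM addition) then DTNB (15 mM addition). Kinetic TNB absorbance, 405 nm filter. Four-parameter Hill fit across titration.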
Numbers without * were called inactive; ? = inconclusive; . = no result given; & = joins results of further samples; [ ] = another dose, or the depositor's remark. Unless noted, the call rests on the fitted dose curve; in most records, active means well fitted curve in the direction sought with a large enough effect; inconclusive means small, poorly fitted or top-dose-only effect, or another doubt; inactive means no such curve, though single readings can be large; an effect the other way counts as inactive or inconclusive. Unless noted, on the % scale 0 is the no-effect control and ±100 the full control effect.

SMILES | AmpC no deterg | HCMV antiviral | FBPA Giardia inh | AmpC inh detg | HCV inhibitor | Sm TGR inh
Cc1cc(C)nc(SCC(=O)N/N=C/c2cccn2-c2ccc(O)cc2)n1 | -24% | 30 | 0% | -1% | -1% | 4%
COc1ccc(NC(=S)N(CCc2ccc(OC)c(OC)c2)Cc2ccccn2)cc1 | 34% | -8 | -19% | 3% | -9% | -1%
COc1ccc(/C(N)=N/OC(=O)c2cccs2)cc1 | -17% | 38 | 0% | -2% | 3% | -1%
O=C(c1nn(Cc2ccccc2)c(=O)c2ccccc12)N1CCN(c2ccccn2)CC1 | 74%[activator] | -40 | -3% | -13% | ? | 1%
CN1CCN(c2ccccc2NC(=O)c2ccc([N+](=O)[O-])cc2Cl)CC1 | 2% | ? | -2% | -8% | -10% | -4%
CC(Nc1nc(N2CCOCC2)nc2ccccc12)c1ccccc1 (stereo unspecified) | -28% | -21 | 2% | 3% | ? | 4%
Cc1ccc(SCCC(=O)OCC(=O)Nc2ccc(S(N)(=O)=O)cc2)cc1 | -41% | 0 | 3% | 14% | 7% | ?
CC1Cc2ccccc2N1C(=O)CCN1C(=O)C2C3C=CC(C3)C2C1=O (stereo unspecified) | -5% | 46 | -1% | ? | -13% | -24%
O=P(O)(O)c1ccccc1OCc1ccccc1 | -10% | 3 | 12% | -10% | 13% | 0%
COc1ccccc1OCC(O)CN1CCN(CC(=O)Nc2c(C)cccc2C)CC1 (stereo unspecified) | -4% | ? | -1%&6% | -20% | -5%&-20% | -9%
CN(Cc1ccco1)C(=O)C1CCN(c2nnc(-n3cccc3)s2)CC1 | 47% | -11 | 2% | ? | -20% | -12%
Cc1cc(C)c2c(=O)n(-c3ccccc3)[nH]c2n1 | -21% | 24 | -11% | -6% | -3% | -1%
Cc1ccc(CNC(=O)COC(=O)COc2ccc(C#N)cc2)cc1 | -26% | 0 | . | -12% | 3% | -1%
O=C(O)C/C(=C\c1cccc(NC(=O)c2ccccc2Cl)c1)c1nc2ccccc2s1 | 16µM* | -30 | 23% | -3% | 19% | -26%
O=C(c1ccc(Cl)cc1)c1c[nH]cc1-c1ccccc1 | -46% | 77 | -1% | -9% | 4% | 0%
COc1ccc(CCN(C(=O)c2snc(C(N)=O)c2N)C(C)C(=O)NC2CCCCC2)cc1OC (stereo unspecified) | 26% | -17 | . | 4% | -14% | 97%[activator]
CC(=O)N1CCN(S(=O)(=O)c2cccc(C(=O)NC3CCC(C)CC3)c2)CC1 (stereo unspecified) | -7% | -7 | 0% | -11% | -4% | -3%
CC1CN(S(=O)(=O)c2cccc(C(=O)Nc3ccccc3N3CCOCC3)c2)CC(C)O1 (stereo unspecified) | 165%[activator] | ? | . | -2% | ? | 2%
C/C(CC(=O)Nc1ccc([N+](=O)[O-])cc1)=N/NC(=O)C1CC12CCC2 (stereo unspecified) | -38% | -21 | -3% | -7% | -3% | -1%
O=C(COc1ccc(/C=N/NC(=O)c2ccccc2)cc1)Nc1ccc([N+](=O)[O-])cc1 | -20% | 49 | 2% | -12% | 14% | 0%
CCOc1ccc(N(CC(=O)NCCSCc2ccco2)S(=O)(=O)c2ccc(C)cc2)cc1 | 8% | -12 | . | -7% | -12% | ?
O=C(COC(=O)c1ncc(Cl)c(Cl)c1Cl)Nc1ccccc1OC(F)F | -25% | 22 | -4% | -8% | 1% | 1%
O=C(Nc1ccccc1N1CCOCC1)c1ccc(Br)o1 | -19% | -63* | 11% | 5% | ? | 6%
COc1cc(C(=O)NCCc2cc3c(OC)ccc(OC)c3[nH]c2=O)cc(OC)c1OC | 29% | -21 | -6% | -4% | -4% | -4%
CCC(=O)N(Cc1ccco1)c1nc(-c2ccccc2)cs1 | -16% | -5 | -15% | ? | ? | -13%
Cc1ccc(NC(=O)CSc2nc(-c3cccs3)nc3cc(=O)[nH]n23)cc1C | -13% | -21 | . | ? | . | 1%
Cc1cc(C)cc(C(=O)N2CCN(c3ccccn3)CC2)c1 | 6% | -7 | 13% | 7% | 19% | 5%
CCOc1cc(CNCCSc2nnnn2C)cc(Br)c1OCc1ccccc1F | 174%[activator] | -39 | -10% | ? | ? | 1%
O=C(c1ccc(-n2c(SCc3cccc(F)c3)nc3ccccc3c2=O)cc1)N1CCOCC1 | 244%[activator] | -63* | -4% | -3% | 4% | 4%
COc1ccc(C2NC(C(=O)O)CS2)cc1COCC(F)(F)F (stereo unspecified) | -3% | 23 | -3% | 6% | 24% | -34%
C#CC(=O)N(c1ccc(OC)cc1OC)C(C(=O)NC1CCCC1)c1cccs1 (stereo unspecified) | 10% | -99* | 0% | -4% | 1.3µM* | 1.6µM*
Cc1ccc(C(c2nnnn2C(C)(C)C)N2CCc3ccccc3C2)cc1 (stereo unspecified) | -14% | . | 2% | ? | 9% | 5%
COCCNC(=O)CSc1nc(-c2ccc(F)cc2)[nH]c1-c1ccc(Cl)cc1 | . | -21 | . | 16% | . | 7%
CCS(=O)(=O)N1CCC(C(=O)NCc2ccccc2OC)CC1 | -5% | 55 | 3% | -5% | 13% | 5%
CCOC(=O)C1(Cc2cccc(F)c2)CCN(Cc2cn(CC)nc2C)CC1 | -5% | 0 | 0% | 6% | ? | 0%
O=C(CSc1nnc(-c2cccs2)o1)N1CCOCC1 | -4% | ? | -5% | 11% | 15%&9% | 0%
COC(=O)c1ccc(C(=O)OC)c(NC(=O)CN(C)Cc2cccc(Cl)c2Cl)c1 | 16% | -9 | -5% | -12% | ? | -4%
COc1cccc(NC(=O)Cn2c(=O)n(-c3ccccc3)c(=O)c3oc4ccccc4c32)c1 | -14% | -68* | -1% | -13% | 24% | -7%
Cc1ccc(C)n1-c1ccc(C(=O)NCC2CCCO2)cc1 (stereo unspecified) | 7% | -3 | -8% | -11% | 7% | 40µM*
O=c1oc2ccc3ccccc3c2cc1-c1nnc(Nc2ccccc2F)s1 | . | -37 | . | 7% | . | 5%
C/C=C/c1ccc(Oc2nnnn2-c2ccc(C(N)=O)cc2)c(OC)c1 | -3% | 85 | 7% | ? | -13% | -20%
CCCc1ccc(OCc2ccc(C(=O)NCc3cccnc3)o2)c(OC)c1 | -12% | -29 | -1% | -5% | ? | 7%
CCCCN1C(=O)C(=O)N(CC(=O)Nc2ccc(OC(F)(F)F)cc2)C1=O | -22% | 20 | . | . | 4% | .
COc1ccc(CCNC(=O)C2CCN(Cc3nc(-c4cccc(Cl)c4)oc3C)CC2)cc1OC | 149%[activator] | . | 4% | -8% | ? | 1%
COc1ccccc1CN1CCc2c([nH]c3ccccc23)C1 | -8% | 45 | ? | -12% | -17% | -28%

Entries of single compounds, quoted from the list. Order of values: AmpC no deterg	HCMV antiviral	FBPA Giardia inh	AmpC inh detg	HCV inhibitor	Sm TGR inh
COc1ccc(NC(=S)N(CCc2ccc(OC)c(OC)c2)Cc2ccccn2)cc1 across the screens: 34%	-8	-19%	3%	-9%	-1%
O=C(c1nn(Cc2ccccc2)c(=O)c2ccccc12)N1CCN(c2ccccn2)CC1 across the screens: 74%[activator]	-40	-3%	-13%	?	1%

Following part:
SMILES | AmpC no deterg | HCMV antiviral | FBPA Giardia inh | AmpC inh detg | HCV inhibitor | Sm TGR inh
Cc1c(C(=O)NCCN(C)C)sc2nc3n(c(=O)c12)CCC3 | . | 15 | . | 22% | . | 10%
COc1ccc(NC(=O)/C=C/c2ccc(OC(F)F)cc2)cn1 | -26% | -12 | -12% | -3% | 11µM* | -15%
CN(Cc1nc(-c2ccccc2)no1)C1CCOCC1 | -4% | 86 | 7% | 2% | 10% | ?
Cn1c(=O)n(CC(=O)N2CCOCC2)c2ccccc21 | -7% | -40 | -1% | 0% | 16%&7% | -3%
CCN(CC)S(=O)(=O)c1ccc2c(c1)c(=O)c(C(=O)N1CCN(c3ccccc3OC)CC1)cn2C | . | -1 | . | -4% | . | -5%
Cc1ccccc1Nc1nc(N)nc(COC(=O)[C@@H](NC(=O)c2ccccc2Cl)C(C)C)n1 | 2% | 8 | . | ? | 0% | 0%
CC(=O)c1cc(C(=O)N2CCCC(C(=O)c3ccc(Cl)cc3)C2)cs1 (stereo unspecified) | -3% | -2 | 6% | 1% | . | 2%
Cc1ccc(C(=O)CSc2nc3ccccc3c(=O)n2-c2ccccc2)s1 | -19% | -24 | 15% | -9% | 9% | 3%
Cc1ccc(C2=NS(=O)(=O)N(C)C(C(=O)N3CCCCC3)=C2)cc1 | 38% | 3 | 0% | -7% | -25% | -17%
CCCNC(=O)c1ccccc1NC(=O)C1=CSCCO1 | -18% | -33 | . | -3% | -12% | 8%
Nc1c(Cl)ncnc1N/N=C/c1ccc(O)cc1 | -29% | ? | -22% | -7% | 16% | ?
Cc1ccnc(NC(=O)c2ccc(Cl)c(NC(=O)CCc3ccccc3)c2)c1 | -20% | 17 | 7% | -4% | . | .
CC(=O)C(=Cc1ccc(O)cc1)C(C)=O | -27% | -11 | -6% | -7% | -11% | 45µM*
CC1C(=O)N2CCCc3cc(NC(=O)C(=O)NCCc4c[nH]c5ccccc45)cc1c32 (stereo unspecified) | 18% | 85 | . | 4% | 9%[8.37 µM] | -3%
CC(C)(C)C(=O)NC(NC(=S)Nc1ccc(S(N)(=O)=O)cc1)C(Cl)(Cl)Cl (stereo unspecified) | -14% | -24 | -6% | ? | -13% | 3%

Already shown: five of the compounds above.
SMILES | AmpC no deterg | HCMV antiviral | FBPA Giardia inh | AmpC inh detg | HCV inhibitor | Sm TGR inh
Cc1c(C(=O)NCCN(C)C)sc2nc3n(c(=O)c12)CCC3 | . | 15 | . | 22% | . | 10%
COc1ccc(NC(=O)/C=C/c2ccc(OC(F)F)cc2)cn1 | -26% | -12 | -12% | -3% | 11µM* | -15%
CN(Cc1nc(-c2ccccc2)no1)C1CCOCC1 | -4% | 86 | 7% | 2% | 10% | ?
Cn1c(=O)n(CC(=O)N2CCOCC2)c2ccccc21 | -7% | -40 | -1% | 0% | 16%&7% | -3%
CCN(CC)S(=O)(=O)c1ccc2c(c1)c(=O)c(C(=O)N1CCN(c3ccccc3OC)CC1)cn2C | . | -1 | . | -4% | . | -5%

Next section
SMILES | AmpC no deterg | HCMV antiviral | FBPA Giardia inh | AmpC inh detg | HCV inhibitor | Sm TGR inh
NS(=O)(=O)c1ccc(CCN=Cc2ccccc2O)cc1 | -13% | 19 | -8% | ? | 32%[activator] | 0%
Cc1ccc(Nc2nc(N)c([N+](=O)[O-])c(NCc3ccccc3)n2)cc1 | -40% | ? | -6% | 2% | -41% | 6%
Cc1ccc(Cl)cc1N1CCN(C(=S)NCCc2ccccc2)CC1 | -9%[2.29 µM] | -20 | 0% | ? | -18% | 0%
CCC1CCc2c(sc3ncnc(N4CCOCC4)c23)C1 (stereo unspecified) | 25% | ? | 1% | -13% | ? | -5%
O=C1NC[C@@H](Cc2cccc3ccccc23)N(CCC23CC4CC(CC(C4)C2)C3)C1=O | 5% | ? | . | -10% | -14% | -4%
O=C(c1cc(-c2ccc(Cl)cc2)n[nH]1)N1CCN(C(=O)c2ccco2)CC1 | 5% | -12 | 6% | ? | -5% | -2%
Cc1ccc(C(=O)C2Oc3ccccc3C3CC(c4ccc(C)cc4)=NN23)cc1 (stereo unspecified) | -27% | ? | 0% | -17% | -23% | 3%
CCc1nnc(NC(=O)c2ccc(OC)cc2)s1 | -22% | -35 | -8% | 5% | 3% | 0%
COc1ccc(N2CCN(C(=O)C3CCCN(C(=O)c4cc5sccc5n4C)C3)CC2)cc1 (stereo unspecified) | . | -15 | . | -1% | . | -6%
